# Screening results: PubChem BioAssay, The Scripps Research Institute Molecular Screening Center
# GalR3 antagonist: antagonists of human GalR3. AID 651719. 0.44% of 360,000 active. HEK293 GalR3-CNG cAMP membrane potential fluorescence; galR3 body fused to GalR1 C-terminus. inhibition, % at 3 µM;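 active = inhibition above the screen-wide average plus 3 SD, cut at about 13% in these data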;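 also: forskolin and galanin both at EC90 stimulate the cells; cAMP rise reported by CNG channel membrane potential dye signal; 0% = forskolin plus galanin with DMSO and 100% = forskolin alone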
# Target sequence (O60755 1-299 limits assumed): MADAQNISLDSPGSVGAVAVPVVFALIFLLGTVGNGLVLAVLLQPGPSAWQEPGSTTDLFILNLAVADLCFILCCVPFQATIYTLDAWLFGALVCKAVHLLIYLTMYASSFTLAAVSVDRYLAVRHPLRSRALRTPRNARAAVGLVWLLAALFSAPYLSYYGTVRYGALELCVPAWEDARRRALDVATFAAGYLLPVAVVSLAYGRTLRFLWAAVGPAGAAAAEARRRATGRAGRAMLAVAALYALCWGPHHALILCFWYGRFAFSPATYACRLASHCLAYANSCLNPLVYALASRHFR
# * = called active by the depositor.
SMILES,GalR3 antagonist
COc1ccc(/C=C(/NC(=O)c2ccc(Br)o2)C(=O)Nc2cccc(C(=O)O)c2)cc1,-5
CCOc1ccc(CCN2C(=S)N([C@@H](Cc3ccc(O)cc3)CN3CCC[C@@H]3CN3C(=S)NC[C@@H]3Cc3ccccc3)C[C@@H]2Cc2ccccc2)cc1,-3
CNc1ncnc2c1ncn2[C@H]1CN(Cc2cccc3ccccc23)C[C@@H](CO)O1,0
CC(=NNC(=S)N1CCCCC1)c1ccccn1,5
CC(C)c1ccc([C@@H]2O[C@H](CCc3ccccc3)CC3=C2C(=O)OC(C)(C)O3)cc1,-9
O=C(OC1CC2CC1[C@H]1CCCCN1C2=O)N1CCCCC1 (stereo partly drawn),-2
Cc1ccc(S(=O)(=O)Nc2c(C)cc([N+](=O)[O-])cc2C)cc1,-3
O=C1[C@H]2[C@@H](c3ccccc3)N[C@]3(CCCN(Cc4ccco4)C3=O)[C@H]2C(=O)N1Cc1ccccc1,-6
O=C(c1cccs1)N1CCN(Cc2nc(-c3ccccc3)no2)CC1,-7
C=CCN=C1NC(c2ccccc2)C(C(=O)OC)=C(C)N1Cc1cccc(C(F)(F)F)c1 (stereo not drawn),-8
CCOC=C1SC(=S)N(c2ccccc2OC)C1=O,-5
COc1ccc(-c2ccc(C(=O)NCc3ccc(N4CCN(C)CC4)cc3)c3occc23)c(C)c1,-3
CCN(CC(=O)Nc1ccc(OC)cc1)C(=O)c1ccc(OCc2c(C)noc2C)cc1,-3
COc1ccc(C=NN=C2c3ccccc3-c3ccccc32)cc1OC,7
CC1(c2nnnn2Cc2ccccc2)CCC(=O)N1C1CC1 (stereo not drawn),-4
COc1ccc(/C=C2\SC(=O)N(CCCC(=O)Nc3ccc(C(=O)O)cc3)C2=O)cc1,-5
CN(CCc1ccccc1)C(=O)c1cccc(NC(=O)Cc2cccc(NC(=O)C3CCN(C(=O)C4CCCC4)CC3)c2)c1,-6
CS(=O)(=O)Nc1cccc(-c2ccc3nncn3c2)c1,-4
C[C@H](CO)N1C[C@H](C)[C@@H](CN(C)S(=O)(=O)c2ccc(-c3ccccc3)cc2)OCc2cn(nn2)CCCC1=O,-6
O=C(NCc1ccccc1)c1cc(C2CCCCN2C(=O)c2ccc(Cl)cc2)on1 (stereo not drawn),1
CCCCCCN1CCN(C2CN(Cc3cn(Cc4ccccc4)nn3)S(=O)(=O)C2)CC1 (stereo not drawn),-4
Cc1cc(C)c(NC(=O)COC(=O)C2=COCCO2)c(C)c1,0
COc1ccc(-c2nc3c(Cl)cc(C(F)(F)F)cn3c2Cc2ccc(C)cc2)cc1OC,-4
COc1cccc(C(O)c2nc(-c3ccc4ccccc4c3)cs2)c1 (stereo not drawn),-4
O=C(NC1CCCC1)C1C(c2ccc(C(F)(F)F)cc2)=Nc2ccccc2N1C(=O)c1cccc2ccccc12 (stereo not drawn),-7
CCN(C(=O)CN1CCC(C)CC1)c1c(N)n(Cc2ccccc2)c(=O)[nH]c1=O,-3
COc1ccc(C(CCN2CCOCC2)c2c(OC)cc(OC)c3c(-c4ccccc4)cc(=O)oc23)cc1 (stereo not drawn),-2
Nc1ncnc2c1CN(Cc1ccccc1)CC2,-7
CN(C)c1ccc(C(O)c2cc3ccccc3s2)cc1 (stereo not drawn),-5
Cn1c(=O)c2ccccc2n(C)c1=O,0

# Next section, starting with the last 4 of the part before.
SMILES,GalR3 antagonist
COc1ccc(C(CCN2CCOCC2)c2c(OC)cc(OC)c3c(-c4ccccc4)cc(=O)oc23)cc1 (stereo not drawn),-2
Nc1ncnc2c1CN(Cc1ccccc1)CC2,-7
CN(C)c1ccc(C(O)c2cc3ccccc3s2)cc1 (stereo not drawn),-5
Cn1c(=O)c2ccccc2n(C)c1=O,0
CS(=O)(=O)Nc1cccc(NC(=O)C2Cc3c(-c4ccccc4)ccnc3O2)c1 (stereo not drawn),-10
CC(=O)C[C@@H]1SC[C@H](c2ccccc2)N1S(=O)(=O)c1ccc(C)cc1,-5
Nc1[nH]c(C(=O)c2ccccc2)c(-c2ccc3ccccc3c2)c1C(=O)NCc1cccc2ccccc12,4
CCc1cccc(CC)c1N1C(=O)CC(Sc2ccccc2N)C1=O (stereo not drawn),-4
CCOC(=O)C1CC(=NO)c2ccc(OC)c(OC)c2C1 (stereo not drawn),3
O=C(NC1=CC(=O)c2ccccc2C1=O)c1ccccc1,-8
Cc1ccc(S(=O)(=O)N(C)C)cc1NC(=O)C1CCN(C(=O)Nc2ccccc2)CC1,-3
C[C@]12c3[nH]c4cc(-c5ccco5)ccc4c3CCN1C(=O)[C@@H](CC(=O)NCCN1CCOCC1)C[C@@H]2C(=O)N1CCCCC1,-5
COc1ccc(C(C)=O)cc1CN1C(=O)C(C)ON=C1c1ncccc1C (stereo not drawn),0
CC(C)(C)c1ccc(C(O)c2ncc(-c3ccc(F)cc3)[nH]2)cc1 (stereo not drawn),-6
CC[C@@H]1CC2=C(C(=O)OC(C)(C)O2)[C@H](c2ccc(F)cc2)O1,-4
CC(=O)Nc1ccc(CNc2nc3cc(-c4ccc(F)cc4)sc3c(=O)n2C)cc1,-9
CC(C)c1cc(CN2C(C)COCC2C)cc(C(C)C)c1O (stereo not drawn),-8
Cc1cn([C@H]2C[C@H](O)[C@@H](CCC(=O)NCCc3c[nH]c4ccccc34)O2)c(=O)[nH]c1=O,-4
Cc1ccc(-c2nc3ccc(Br)cn3c2Cc2cccc(F)c2)cc1,-6
O=C(Cc1cccc(NC(=O)C2CCCN(C(=O)C3CC3)C2)c1)Nc1cccc(C(=O)N2CCOCC2)c1 (stereo not drawn),-6
O=C(CN1CCOCC1)N1CCOCC1,-5
O=C(NC1CC1)c1ccc(CSCc2ccc(Cl)cc2)o1,-6
O=C(COC(=O)/C=C/c1cccc(F)c1)NCc1ccc2c(c1)OCO2,-3
CCC1(CC)C(=O)N(c2ccccc2)C(=N)N(c2ccccc2)C1=O,-4
O=C(CCNC(=O)c1ccc(Cl)cc1)NNC(=O)c1ccc(F)cc1,1
COc1ccccc1Cc1c(-c2ccc(C)cc2)nc2c3ccccc3ccn12,-3
CCCCCCCCOC(=O)c1cc([N+](=O)[O-])c(Sc2ncnc3nc[nH]c23)c([N+](=O)[O-])c1,-2
O=C(N[C@H]1CC[C@H](CCNC(=O)C2CC2)O[C@@H]1CO)c1ccccn1,-8
CC(C)C[C@@H]1COc2cccc(N3CCC[C@@H]3CO)c2S(=O)(=O)N1,0
Cc1cn([C@H]2C[C@H](O)[C@@H](CCC(=O)NCc3ccc(N(C)C)cc3)O2)c(=O)[nH]c1=O,-3
COc1ccc(S(=O)(=O)N(C)C[C@H]2OCc3cn(nn3)CCCC(=O)N([C@H](C)CO)C[C@@H]2C)cc1,-7
COc1cccc(-c2ncn(CCc3ccccc3OC)c2C(C)C)c1,-10
O=C(Cc1ccc(NC(=O)C2CCN(C(=O)C3CCCC3)CC2)cc1)Nc1cccc(C(=O)N2CCCCC2)c1,-7
Cc1cccc(C)c1NC(=O)C1(C)CSCC(=O)N1CCc1ccccc1 (stereo not drawn),-4

# Fetched by structure from the list above, 4 records:
SMILES,GalR3 antagonist
CCC1(CC)C(=O)N(c2ccccc2)C(=N)N(c2ccccc2)C1=O,-4
O=C(NC1CC1)c1ccc(CSCc2ccc(Cl)cc2)o1,-6
O=C(COC(=O)/C=C/c1cccc(F)c1)NCc1ccc2c(c1)OCO2,-3
O=C(CN1CCOCC1)N1CCOCC1,-5

# Three compounds already listed, sorted by SMILES length, largest number first.
SMILES,GalR3 antagonist
CCN(C(=O)CN1CCC(C)CC1)c1c(N)n(Cc2ccccc2)c(=O)[nH]c1=O,-3
CC[C@@H]1CC2=C(C(=O)OC(C)(C)O2)[C@H](c2ccc(F)cc2)O1,-4
CC(C)(C)c1ccc(C(O)c2ncc(-c3ccc(F)cc3)[nH]2)cc1 (stereo not drawn),-6

# (continued)
SMILES,GalR3 antagonist
CCN(CC)C(=O)c1ccc2sc([C@H]3C[C@H](O)[C@@H](CO)O3)nc2c1,-4
O=C(CN1CCOCC1)NN=Cc1ccc([N+](=O)[O-])o1,2
COC(=O)C1=C(C)N(C)C(=NCc2cc(OC)c(OC)c(OC)c2)NC1c1cccc(Cl)c1 (stereo not drawn),-6
O=c1c2ccccc2sc2nc(CCl)nn12,1
COc1cc(NC(=O)c2ccccc2)c(OC)cc1NC(=O)CN1C(=O)N(C)C2(CCCCC2)C1=O,-4
Cn1c(N)c(C#N)c(-c2ccccc2)c(C#N)c1=O,-6
Cc1ccc(NC(=O)Cn2sc3ccccc3c2=O)cc1,-8
CN(CCc1ccccc1)c1cc2c(c3c1ccn3C)C1CCC2C1 (stereo not drawn),-1
CCN(CC)c1ccc(S(=O)(=O)N2CCOCC2)cc1NC(=O)CNCc1cccc(Cl)c1,-5
CS(=O)(=O)Nc1ccc2c(c1)[C@H]1C[C@H](CC(=O)NCc3ccccc3)O[C@H](CO)[C@H]1O2,-6
Oc1ccc2c(c1)c1ccccc1c1ncccc21,-4
CCc1nc2ccc(C(=O)NCCCn3ccnc3)cn2c1N(C)Cc1ccc(N(C)C)cc1,-8
Cc1ccn2c(Cc3ccccc3)c(-c3ccc(F)cc3)nc2c1,-6
O=C(COC(=O)c1ccco1)Nc1cccc(S(=O)(=O)N2CCOCC2)c1,-5
CC(=O)Nc1cccc(-c2ccnc3c2CC(C)(C(=O)Nc2cccnc2)O3)c1 (stereo not drawn),-4
COc1ccc([C@@H]2[C@@H](C)N(c3ccccc3)c3ccccc3C(=O)N2Cc2ccccc2)cc1,-6
OC[C@@H]1CN(Cc2ccc3c(c2)OCO3)C[C@H](n2cnc3c(NCc4ccco4)ncnc32)O1,-6
CN(C)S(=O)(=O)c1ccc(C(=O)NN2C(=O)NC3(CCCCC3)C2=O)cc1,-3
C[C@H]1CN([C@@H](C)CO)S(=O)(=O)c2ccc(Br)cc2O[C@H]1CN(C)Cc1ccccc1F,0
Cc1ccc(S(=O)(=O)N2CCC(=O)N([C@H](COCc3cccc(Cl)c3)C(C)C)CC2)cc1,-8
COc1ccc(C(c2nnnn2C2CCCCC2)N2CCN(C/C=C/c3ccccc3)CC2)cc1 (stereo not drawn),-6
CCNC(=O)C1(C)CCCN1C(=O)c1cc(C)on1 (stereo not drawn),-7
O=C1CCCCC1Nc1ccc(Br)cc1 (stereo not drawn),-7
CCN1CCN(C(C(=O)NC2CCCCC2)C2CC2)CC1 (stereo not drawn),-3
O=S1(=O)c2c(F)cccc2OC(COCc2ccccc2)CN1C1CCCC1 (stereo not drawn),-8
CC(=O)O[C@@H]1C[C@@]2(C)[C@@H](CC[C@H]2[C@@H](C)/C=C\CC(C)C)C2=C[C@@H](O)[C@@]3(O)C[C@@H](O)[C@H](O)C[C@]3(CO)[C@]21O,-8
O=C(CCc1ccccc1)N1CCN(C(=O)CCc2ccccc2)CC1,-4
Cc1cc(F)ccc1C(O)c1ncc(-c2ccc3ccccc3c2)[nH]1 (stereo not drawn),-8
O=C(c1cccc(NS(=O)(=O)c2ccc(Br)cc2)c1)N1CCN(c2ccccc2O)CC1,-2
CCNC(=O)C1(C)CCCN1C(=O)c1ccc(F)c(Cl)c1 (stereo not drawn),-2
Cc1cccc(CN2[C@H](CO)C=CS2(=O)=O)c1,-4
COc1ccc(OC)c(NC(=O)CCNC(=O)N2CC(=O)Nc3ccccc32)c1,-7
Cc1cc(Cl)c2oc(C(=O)N3CCN(c4cnccn4)CC3)c(C)c2c1,-5
Cc1ccc2c(CC(=O)Nc3ccc4nc(N5CCOCC5)sc4c3)coc2c1,-4
O=C(Nc1ccc(F)c(Cl)c1)C1Cc2c(-c3ccccc3Oc3ccccc3)ccnc2O1 (stereo not drawn),-9
CCCCCC(=O)N1C[C@H](n2cc(COC(=O)c3ccccc3)nn2)[C@@H](O)C[C@@H]1c1ccc(C)cc1,-3
COc1ccc(CNC(=O)Nc2nc(C(N)c3ccccc3)cs2)cc1 (stereo not drawn),-9
Cc1ccc(N(C)C)cc1,1
Cc1ccc(S(=O)(=O)N2[C@@H](Cc3ccccc3)CO[C@H]2CC(=O)c2cccs2)cc1,-8
COC(=O)C[C@H]1C=C[C@H](NC(=O)c2ccccn2)[C@@H](CO)O1,-8
O=C1NC[C@H](Cc2ccccc2)N(CC2CCN(CC3CCCC3)CC2)C1=O,-3
O=C1OC(c2ccccc2)(c2ccc3cc(O)ccc3c2)c2ccccc21 (stereo not drawn),-8
C[C@H]1CN([C@@H](C)CO)C(=O)c2cc(-c3ccccc3F)cnc2O[C@H]1CN(C)C(=O)C1CCOCC1,-5
CC1(C(=O)NS(=O)(=O)c2ccc(F)cc2F)CCN1C(=O)CC1CC1 (stereo not drawn),-7
O=S(=O)(c1ccc(NC(=S)NN=Cc2ccccc2O)cc1)N1CCCCC1,-2

# For reference, part of the list above:
SMILES,GalR3 antagonist
COc1ccc(/C=C(/NC(=O)c2ccc(Br)o2)C(=O)Nc2cccc(C(=O)O)c2)cc1,-5
CCOc1ccc(CCN2C(=S)N([C@@H](Cc3ccc(O)cc3)CN3CCC[C@@H]3CN3C(=S)NC[C@@H]3Cc3ccccc3)C[C@@H]2Cc2ccccc2)cc1,-3

# Going on with the list:
SMILES,GalR3 antagonist
NC(=O)c1ncn([C@@H]2O[C@H](C(=O)N[C@H](Cc3c[nH]c4ccccc34)C(=O)O)[C@@H](O)[C@H]2O)n1,-6
Nc1ccn(CCCN2CCN(Cc3cccc4ccccc34)CC2)c(=O)n1,-8
O=C(COC(=O)c1cc(=O)c2ccccc2o1)NCc1ccccc1,-5
O=C(O)c1ccc(CSCc2ccccc2)o1,-4
CCCCc1ccc(S(=O)(=O)NC(=O)C2(C)CCN2C(=O)Cc2ccccc2)cc1 (stereo not drawn),-6
COc1ccc(C(O)c2ncc(-c3ccccc3OC)[nH]2)cc1 (stereo not drawn),-5
OC[C@@H]1CN(Cc2ccccc2)C[C@H](n2cnc3c(NC4CCCC4)ncnc32)O1,-7
Nc1nc(-c2ccccc2)nc2nonc12,-6
O=C1C=CC(c2c[nH]c3ccccc23)CC1 (stereo not drawn),-7
O=C(Nc1c2c(nn1-c1ccccc1)CS(=O)(=O)C2)C1CC1,-7
CC1OC(C2CCCCC2)Cc2[nH]c(=S)[nH]c(=O)c21 (stereo not drawn),-5
Cc1cccc(C)c1NC(=O)C1(C)CCC(=O)N1c1cc(C(C)(C)C)nn1C (stereo not drawn),1

# Some of the compounds tested (hit frequency here may not be typical).
